# High-throughput results from PubChem BioAssay.
# TDP2 absorb: human TDP2 enzyme inhibitors, primary screen, biochemical, epi absorbance, recombinant enzyme; Tyrosyl-DNA phosphodiesterase 2 (Homo sapiens), O95551; T5PNP hydrolysis, p-nitrophenol absorbance 415 nm; inhibition, % at 12.8 µM; 370,000 tested, 0.34% active;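 active = inhibition above the mean of all tested compounds plus 3 SD, set per campaign, cut at about 25% in these data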;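 note: 0% = DMSO with enzyme and 100% = buffer with substrate but no TDP2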
#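 System: recombinant human TDP2 / Amount: 120 nM TDP2 per well / Also added: 5 mM T5PNP chromogenic substrate / Doses: 12.8 µM single point, 1% DMSO / Incubation: 2 h at 37 °C / Detection: p-Nitrophenol epi absorbance / Evaluation: % inhibition relative to enzyme-containing and enzyme-free wells / Repeats: singlicate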
# ASAP1 inh: inhibitors of human ASAP1 ArfGAP activity, primary screen, biochemical, fluorescence polarization; Arf-GAP with SH3 domain, ANK repeat and PH domain-containing protein 1 (Homo sapiens), …; ASAP1-stimulated ARF1 GTP hydrolysis, GDP FP detection; inhibition, % at 16.5 µM; 360,000 tested, 0.19% active; AID 624377, 2012; in the data active = inhibition above about 25%;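 note: 0% = vehicle with enzyme and substrate and 100% = no enzyme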
# SIAE primary: human SIAE inhibitors, primary screen, biochemical, fluorescence polarization, FP-Rh probe, 1536-well HTS; 370,000 tested, 0.69% active; inhibition, % at 9.66 µM; SIAE FP-Rh probe binding;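 active = inhibition above a cutoff: mean of compounds within the control limits plus 3 SD of those, cut at about 17% in these data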;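 note: 0% = plate median of compound wells and 100% = probe without SIAE protein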
# ARFGAP1 inh: inhibitors of rat ARFGAP1 GAP activity, primary screen, biochemical, fluorescence polarization, GDP tracer | ADP-ribosylation factor GTPase-activating protein 1 (Rattus norvegicus), Q62848 | Arfgap1-stimulated ARF1 GTP hydrolysis, GDP FP detection | inhibition, % at 16.5 µM | 360,000 tested, 0.26% active | AID 651572, 2012;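 active = inhibition above a per-plate limit, mean inhibition of low control wells plus 3 SD, cut at about 25% in these data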;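 note: 0% = DMSO wells with enzyme and 100% = wells lacking Arfgap1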
#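 Material: rat Arfgap1 GAP domain (His6, aa 1-136), purified enzyme. Also added: human ARF1(Δ1-17)-GTP substrate. Compound dosing: 16.5 µM single point, 1.26% DMSO. Timing: enzyme reaction 120 min at 25 °C after 20 min preincubation. Signal: GDP detection by fluorescence polarization. Read-out basis: percent inhibition of GAP-stimulated GDP formation, scaled between DMSO and no-Arfgap1 medians.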
# PLC-gamma1 inh: PLC-gamma1 enzyme inhibitors, primary screen, biochemical, fluorescence, purified enzyme. 1-phosphatidylinositol 4,5-bisphosphate phosphodiesterase gamma-1 (Homo sapiens), P19174. fluorogenic substrate. inhibition, % at 12.2 µM. 370,000 tested, 0.84% active. AID 720700, 2013; in the data active = inhibition above about 9.5%
# PLCb3 inh: human PLC-beta3 inhibitors, primary screen, biochemical, fluorescence | 1-phosphatidylinositol 4,5-bisphosphate phosphodiesterase beta-3 (Homo sapiens), Q01970 | Purified PLC-beta3, fluorogenic substrate | inhibition, % at 12.2 µM | 370,000 tested, 0.18% active; in the data active = inhibition above about 11%;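 note: 0% = median of compound wells on plate and 100% = full blocker control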
# Tn7 DDE FP: inhibitors of Tn7 peptide binding to fibrin DD(E), primary screen, biochemical, fluorescence polarization, human fibrin, Tn7 probe | 370,000 tested, 0.13% active | inhibition, % at 8.3 µM | AID 720508, 2013 | Fibrinogen beta chain (Homo sapiens), P02675 | FP displacement of FITC-Tn7 peptide from fibrin DD(E); 0% = median of compound wells per plate;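 active = inhibition above the mean of compounds falling within the control limits plus 3 SD of them, cut at about 14% in these data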;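 note: 0% = plate median of compound wells and 100% = 10 µM Aha-Tn7 peptide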
# Target sequence (P02675 whole entry, looked up): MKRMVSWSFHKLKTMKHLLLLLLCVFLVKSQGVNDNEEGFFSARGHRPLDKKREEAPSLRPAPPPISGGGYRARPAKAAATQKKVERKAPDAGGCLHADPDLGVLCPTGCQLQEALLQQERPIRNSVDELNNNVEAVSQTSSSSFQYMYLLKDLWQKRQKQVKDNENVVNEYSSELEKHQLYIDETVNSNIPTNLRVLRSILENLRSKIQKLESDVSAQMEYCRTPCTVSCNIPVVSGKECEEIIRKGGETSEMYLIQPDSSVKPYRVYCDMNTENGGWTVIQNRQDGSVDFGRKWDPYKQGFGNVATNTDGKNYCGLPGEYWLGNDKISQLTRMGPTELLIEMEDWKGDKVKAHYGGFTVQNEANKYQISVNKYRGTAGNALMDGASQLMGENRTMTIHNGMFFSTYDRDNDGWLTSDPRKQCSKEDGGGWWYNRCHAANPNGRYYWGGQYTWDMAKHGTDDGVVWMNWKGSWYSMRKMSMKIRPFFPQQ
#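 Assay system: Human fibrin DD(E) protein | Medium: Tris buffer with calcium and detergent, pH 7.8 | Reagent: 0.1 µM fluorescent Tn7 | Compound dosing: Single point at 8.3 µM | Times: 10 min preincubation, 3 h with tracer, room temperature | Detection: Fluorescence polarization of the labelled Tn7 tracer | Controls: Aha-Tn7 high control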
# Tn6 DDE FP: inhibitors of Tn6 peptide binding to fibrin DD(E), primary screen, biochemical, fluorescence polarization, human fibrin, Tn6 probe. Fibrin DD(E) TRITC-Tn6 fluorescence polarization displacement. 370,000 tested, 0.21% active. AID 720509, 2013. inhibition, % at 8.3 µM;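 active = inhibition above a per-campaign cutoff: mean of compounds within control limits plus 3 SD, cut at about 15% in these data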;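 note: 0% = median of all compound wells on the plate and 100% = blocking peptide control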
# ADAM17 inh: ADAM17 inhibitors, primary screen, biochemical, QFRET; 370,000 tested, 0.83% active; recombinant ADAM17, EDANS/DABCYL FRET peptide cleavage; inhibition, % at 6.95 µM; Disintegrin and metalloproteinase domain-containing protein 17 (Homo sapiens), P78536; AID 720648, 2013;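 active = inhibition above the mean of compounds lying between control limits plus 3 SD, set per campaign, cut at about 8.5% in these data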;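 note: 0% = DMSO-only wells as the low control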
# ADAM10 inh: human ADAM10 inhibitors, primary screen, biochemical, QFRET, HTS. Disintegrin and metalloproteinase domain-containing protein 10 (Homo sapiens), O14672. recombinant ADAM10, EDANS/DABCYL FRET peptide cleavage, 3 h. inhibition, % at 7 µM. 370,000 tested, 0.62% active. AID 720582, 2013;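 active = inhibition above a per-campaign cutoff equal to the mean of compounds falling between control-based bounds plus 3 SD, cut at about 20% in these data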;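 note: 0% = DMSO wells while the 100% control is not disclosed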
# Target sequence (O14672 214-748 limits assumed): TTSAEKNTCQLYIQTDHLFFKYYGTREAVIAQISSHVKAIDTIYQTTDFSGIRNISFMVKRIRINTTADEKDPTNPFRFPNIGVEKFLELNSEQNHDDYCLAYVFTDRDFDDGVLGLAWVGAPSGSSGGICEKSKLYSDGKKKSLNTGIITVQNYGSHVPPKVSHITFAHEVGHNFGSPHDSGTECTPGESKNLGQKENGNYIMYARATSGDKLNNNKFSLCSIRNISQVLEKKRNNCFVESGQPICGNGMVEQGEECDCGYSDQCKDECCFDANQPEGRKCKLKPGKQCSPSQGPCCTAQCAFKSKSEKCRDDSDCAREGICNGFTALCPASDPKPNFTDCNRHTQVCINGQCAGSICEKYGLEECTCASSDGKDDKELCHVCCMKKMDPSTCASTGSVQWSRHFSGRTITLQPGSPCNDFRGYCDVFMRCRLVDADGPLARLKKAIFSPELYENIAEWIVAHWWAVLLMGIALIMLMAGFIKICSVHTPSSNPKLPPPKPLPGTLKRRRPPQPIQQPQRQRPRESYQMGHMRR
# * = called active by the depositor; i = inactive.
SMILES,TDP2 absorb,ASAP1 inh,SIAE primary,ARFGAP1 inh,PLC-gamma1 inh,PLCb3 inh,Tn7 DDE FP,Tn6 DDE FP,ADAM17 inh,ADAM10 inh
CCN(CC)c1ncnc2c1ncn2[C@H]1CN(CCOC)C[C@@H](CO)O1,-2,-4,6,-7,-2,1,-1,-2,-2,2
O=C(O)c1ccc(O)c2ncccc12,-1,3,2,3,-4,-5,-6,-13,-4,-13
Cc1cc(C)c(NC(=O)C2CCCN2CCO)c(C)c1 (stereo not given),-1,5,0,-2,1,0,2,8,-1,3
CCCCN(Cc1nc2ccccc2c(=O)[nH]1)C(=O)CN1C(=O)NC2(CCCCC2)C1=O,0,5,-2,-9,-41,-47,-2,4,-5,-26
Cn1cccc1/C=N/NC(N)=S,0,2,0,7,1,-4,2,0,-4,-12
CC(CC(=O)NCc1cccnc1)c1ccccc1 (stereo not given),-5,-11,2,-1,3,2,-4,4,-2,5
O=C(Nc1ccccn1)NC1CCS(=O)(=O)C1 (stereo not given),7,2,12,-11,2,3,0,-1,-2,-1
COc1ccc(N2CCN(C(=O)C3CCN(S(=O)(=O)c4ccc(F)cc4)CC3)CC2)cc1,8,-4,0,1,0,0,2,-1,-2,-7
Cc1cccc(NC(=O)CSc2nc3c(oc4ccccc43)c(=O)n2-c2ccccc2)c1,-5,7,-25,-8,2,-3,-4,0,6,8
CCOC(=O)C1=C(C)NC(C)=C(C(=O)OCC)C1c1cccc(C)n1,-12,5,-5,11,-9,-21,4,-2,-12,-25
Cn1c(=O)c2cc(NC(=S)NC3CC3)ccc2n1Cc1ccc(F)cc1,1,2,18*,-5,-175,-249,-2,9,-157,i
COC(=O)c1ccc(-n2c(C)cc(C(=O)CCl)c2C)cc1,15,-7,7,0,-4,-4,-1,-4,-5,-8
CC(C)CCN(C(=O)C1=COCCO1)c1c(N)n(Cc2ccccc2)c(=O)[nH]c1=O,7,-9,10,-6,-6,0,9,-8,-9,-10
O=C(Nc1ccc(Cl)cc1)N1CCCN(Cc2ccc(F)cc2)C1,-25,5,-6,3,5,11,-3,4,10*,7
CC(=C1SC(=S)NC1=O)c1ccc(Cl)c(O)c1,-3,3,-1,0,3,-4,1,-1,-2,-13
Cc1ccc(-c2nnn(CC(=O)N(c3ccc(F)cc3)C(C(=O)NC(C)(C)C)c3ccco3)n2)o1 (stereo not given),-7,-10,1,-5,2,4,0,4,0,-2
O=C(Nc1ccccc1)C1CCN(C(=O)c2ccccc2)CC1,-19,7,-4,-14,7,12*,-6,3,6,14
CN(CC(=O)Nc1ccccc1Br)C(=O)CNC(=O)C1CCCCC1,2,10,-11,-3,0,-3,1,-3,-5,-2
O=[N+]([O-])c1ccc(Cl)cc1P(=O)(O)c1cc(Cl)ccc1[N+](=O)[O-],2,-14,-4,2,-3,2,-3,0,-3,-9
COc1ccc(O)c(CN2CCC(n3nccc3NC(=O)C3CCCC3)CC2)c1,-9,-2,8,-2,-13,-15,-2,-5,-3,-9
COc1ccc(C(=O)NCCc2nnc3ccc(SCC(=O)NCc4ccc(F)cc4)nn23)cc1,-5,3,-3,2,-1,-11,3,5,-9,-10
COC(=O)c1cc(COC(=O)c2ccc(OC)c(S(=O)(=O)N3CCCC3)c2)oc1C,-1,8,-3,-9,-1,-2,2,-2,-6,5
O=[N+]([O-])c1ccc(-c2csc(NN=C3CCCC3)n2)cc1,-4,4,2,6,1,3,3,-2,3,9
COc1ccc2nc(SCc3cccnc3)c(C#N)cc2c1,12,5,-4,0,-7,-10,7,-2,-6,-6
CCS(=O)(=O)N1CCC(C(=O)NCCCN2CCCCCC2)CC1,6,-4,4,-1,1,2,4,2,-5,-5
COc1ccccc1-n1c(SCC(=O)O)nc2sc3c(c2c1=O)CCC3,-2,-16,0,-2,0,-2,9,15,-2,-1
CC(C)[C@H](NC(=O)c1ccccc1)C(=O)OCC(=O)Nc1ccc(Cl)cc1C(F)(F)F,5,5,3,6,0,-2,3,6,0,-2
COc1cccc(OC)c1OCCN1CCCC1,-14,0,6,9,4,2,2,-3,-3,18
Cc1ccccc1NC(=O)N(C(C)C)C(C)C,-2,-3,5,-6,6,6,1,0,3,9
CN1CCN(C(=O)c2cc3cc(F)ccc3[nH]2)CC1,0,-4,0,-4,0,0,-6,11,-5,-8

# Reformatted: three of the compounds above.
Molecule: Cc1ccc(-c2nnn(CC(=O)N(c3ccc(F)cc3)C(C(=O)NC(C)(C)C)c3ccco3)n2)o1 (stereo not given)
  TDP2 absorb: -7; ASAP1 inh: -10; SIAE primary: 1; ARFGAP1 inh: -5; PLC-gamma1 inh: 2; PLCb3 inh: 4; Tn7 DDE FP: 0; Tn6 DDE FP: 4; ADAM17 inh: 0; ADAM10 inh: -2

Molecule: O=C(Nc1ccccc1)C1CCN(C(=O)c2ccccc2)CC1
  TDP2 absorb: -19; ASAP1 inh: 7; SIAE primary: -4; ARFGAP1 inh: -14; PLC-gamma1 inh: 7; PLCb3 inh: 12*; Tn7 DDE FP: -6; Tn6 DDE FP: 3; ADAM17 inh: 6; ADAM10 inh: 14

Molecule: CN(CC(=O)Nc1ccccc1Br)C(=O)CNC(=O)C1CCCCC1
  TDP2 absorb: 2; ASAP1 inh: 10; SIAE primary: -11; ARFGAP1 inh: -3; PLC-gamma1 inh: 0; PLCb3 inh: -3; Tn7 DDE FP: 1; Tn6 DDE FP: -3; ADAM17 inh: -5; ADAM10 inh: -2

# 7 entries from above, as tab-separated lines:
molecule	TDP2 absorb	ASAP1 inh	SIAE primary	ARFGAP1 inh	PLC-gamma1 inh	PLCb3 inh	Tn7 DDE FP	Tn6 DDE FP	ADAM17 inh	ADAM10 inh
COC(=O)c1cc(COC(=O)c2ccc(OC)c(S(=O)(=O)N3CCCC3)c2)oc1C	-1	8	-3	-9	-1	-2	2	-2	-6	5
O=[N+]([O-])c1ccc(-c2csc(NN=C3CCCC3)n2)cc1	-4	4	2	6	1	3	3	-2	3	9
COc1ccc2nc(SCc3cccnc3)c(C#N)cc2c1	12	5	-4	0	-7	-10	7	-2	-6	-6
CCS(=O)(=O)N1CCC(C(=O)NCCCN2CCCCCC2)CC1	6	-4	4	-1	1	2	4	2	-5	-5
COc1ccccc1-n1c(SCC(=O)O)nc2sc3c(c2c1=O)CCC3	-2	-16	0	-2	0	-2	9	15	-2	-1
CC(C)[C@H](NC(=O)c1ccccc1)C(=O)OCC(=O)Nc1ccc(Cl)cc1C(F)(F)F	5	5	3	6	0	-2	3	6	0	-2
COc1cccc(OC)c1OCCN1CCCC1	-14	0	6	9	4	2	2	-3	-3	18

# Remaining list, next part:
SMILES,TDP2 absorb,ASAP1 inh,SIAE primary,ARFGAP1 inh,PLC-gamma1 inh,PLCb3 inh,Tn7 DDE FP,Tn6 DDE FP,ADAM17 inh,ADAM10 inh
Cc1c(NS(=O)(=O)c2cccc(C(=O)Nc3ccc(SC(F)F)cc3)c2)c(=O)n(-c2ccccc2)n1C,-14,-4,-14,4,7,-14,2,-11,4,12
O=C(c1ccc(=O)[nH]c1)N1CCN(S(=O)(=O)c2cc(C(F)(F)F)ccc2Cl)CC1,11,7,-11,-5,2,-2,9,-4,-2,2
O=C(COc1ccccc1)NCc1n[nH]c(=S)n1-c1ccccc1,4,9,1,9,1,0,-4,-8,-3,-1
COc1ccccc1C(=O)c1nc2ccccc2n1C,0,-9,-1,25*,3,0,-1,0,-3,6
COc1cc2c3c(c1OC)C1(C=CC(=O)C=C1)CC3N(C(C)=O)CC2 (stereo not given),-3,-16,-7,29*,-1,-4,2,0,-5,2
CCc1ccc(OCCCC(=O)O)c(Br)c1,10,1,-4,-2,-6,-7,10,-5,-3,0
Cc1[nH]n2c(=O)c(C#N)c(-c3ccccc3)nc2c1-c1ccccc1,2,5,3,-8,4,0,-6,5,2,9
CC(C)(C)OC(=O)NCCCCCNC(=O)c1[nH]cnc1C(=O)Nc1ccc(Cl)cc1,0,-4,-57,2,1,5,2,-2,14*,31*
COc1nc(NCc2ccco2)nc(N2CCC(C)CC2)n1,6,6,5,-6,2,3,1,-4,0,4
COc1cccc(Nc2nc(C(N)CC(C)C)cs2)n1 (stereo not given),0,8,-1,5,1,0,-5,-1,-1,-10
COc1ccc(OCC(=O)Nc2c(Cl)ccc3nsnc23)cc1,-5,5,4,6,3,-1,5,-2,2,7
Cc1ccc(C(O)c2ncc(-c3ccccc3C(F)(F)F)[nH]2)cc1F (stereo not given),-2,-4,-1,6,0,3,-4,-1,1,6
CCC(=O)Nc1ccc(S(=O)(=O)N2CCOCC2)cc1,0,6,6,14,1,-2,3,-5,1,-5
CCCCNC(=O)C1(C)CCC(=O)N1CCOc1ccccc1 (stereo not given),-9,-5,3,0,1,1,-2,3,4,3
CCCC(=O)Nc1ccccc1NC(=O)c1ccc(OCC)cc1,3,10,-2,4,1,0,-5,-3,-1,-3
CCN(CC)c1ccc(/C=N/N2CCN(Cc3ccc(Cl)cc3)CC2)c(O)c1,3,-3,6,8,-6,-16,0,-5,-7,-6
COc1ccccc1-c1nnc(SC2CCc3ccccc3NC2=O)s1 (stereo not given),-1,-9,-23,-11,1,-2,-3,3,-11,-23
O=C(CN(CCc1ccccc1)S(=O)(=O)c1ccc(Cl)cc1)N/N=C/c1ccccc1C(=O)O,-4,-3,-11,5,-4,-7,5,-8,-6,-5
COc1ccc2[nH]c3c(c2c1)CCN1C(=O)C(CC(=O)NCc2ccco2)C[C@H](C(=O)N(C(C)C)C(C)C)[C@@]31C (stereo not given in full),-8,4,5,-10,2,-3,6,-6,-2,4
OCCN1CCN(CC(O)C(F)(F)F)CC1 (stereo not given),2,-1,-3,4,3,-1,5,-1,-4,-8
